# S2 tox: Viability Counterscreen for Primary qHTS for Inhibitors of ATXN expression. S2 cells (HEK-293 line with an ATXN2-luciferase reporter) viability, CellTiter-Fluor protease fluorescence, 24 h. Potency, µM (series often up to 56.7 µM), most hits filed as cytotoxic. hit rate 0.49% among 400,000. AID 651635, 2014; further: potency means the concentration at half of the fitted maximal effect; nearly all actives have a fitted effect of over 40% in size
# MCF10A rereplic: A quantitative high throughput screen for small molecules that induce DNA re-replication in MCF 10a normal breast cells; MCF 10A DNA re-replication, Hoechst nuclear intensity, 48 h; Potency, µM (doses to about 46.1 µM), inactives show top-dose activity, positive = re-replication, hits mostly activators; hit rate 2.9% among 350,000; further: potency means the concentration at half of the fitted maximal effect; % of control where 0% means no effect; nearly all actives have a fitted effect of over 50% in size
# Nrf2 ARE act: qHTS of Nrf2 Activators. hit rate 0.31% among 410,000. AREc32 ARE-luciferase reporter (MCF7-derived line), luminescence, 24 h. Potency, µM (top dose mostly 46.1 µM), inactives show at the highest dose activation, actives largely listed as activators; further: potency means the concentration at half of the fitted maximal effect; % of control where 0% means no effect; nearly all actives have a fitted effect of over 65% in size
#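 For detection, Steady-Glo was added and plates sat 30 min at RT; before that, AREc32_Fluc cells grown overnight in OPTI-MEM/5% FBS had been treated with 23 nL compound for 24 hr at 37 deg C.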
# A549 tox: Nrf2 qHTS screen for inhibitors: counterscreen for cytotoxicity; A549 ARE-Fluc cells, CellTiter-Fluor viability, 18-24 h; Potency, µM (doses to about 46 µM), inactives show at the top dose activity change, negative = cytotoxicity, actives largely listed as inhibitors; hit rate 0.16% among 390,000; further: potency means the concentration at half of the fitted maximal effect; on the % scale 0 is the no-effect control and ±100 the full control effect
#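 Cytotoxicity counterscreen: CellTiter-Fluor fluorescence was measured in A549 ARE_Fluc cells after 18-24 h of compound exposure in a concentration series. The subsequent BugLite luminescent read reports ARE-luciferase activity.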
# HepG2 tox: qHTS for Inhibitors of TGF-b: Cytotox Counterscreen. Potency, µM (series often up to 46.1 µM), for inactives: at the top dose activity change, negative = cytotoxicity, most hits filed as cytotoxic. hit rate 0.76% among 410,000. HepG2 CAGA-GFP viability, ATP luminescence, 18 h. AID 588856, 2011; further: potency means the concentration at half of the fitted maximal effect; some results filed as inactive show a strong effect at the top dose
#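 HepG2 CAGA-GFP cells (1000/well, DMEM with 1% FBS) received compound, then TGF-beta at 500 pg/mL final, and were incubated 18 hours at 37 degrees C. Viability was read by CellTiter-Glo luminescence. Media-only wells were set as complete cell-killing and DMSO as no toxicity.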
# Nrf2 inh: Nrf2 qHTS screen for inhibitors; Potency, µM (doses to about 46 µM), inactives show top-dose activity change, negative = inhibition, usual class: inhibitors; A549 ARE-Fluc reporter, luciferase luminescence, 18-24 h; hit rate 2.1% among 360,000; further: potency means the concentration at half of the fitted maximal effect; on the % scale 0 is the no-effect control and ±100 the full control effect; nearly all actives have a fitted effect of over 60% in size
#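 In this cell-based qHTS, ARE-driven firefly luciferase in A549 cells reports Nrf2 activity; the luminescent signal after BugLite lysis is the measured value, with a prior CellTiter-Fluor read for cell health.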
# ATXN2 expr inh: Primary qHTS for Inhibitors of ATXN expression; HEK-293 ATXN2-luciferase reporter, luminescence, 24 h; Potency, µM (highest dose often 57 µM), for inactives: top-dose activity change, negative = inhibition, hits mostly inhibitors; hit rate 0.72% among 360,000; AID 1745845, 2022; further: potency means the concentration at half of the fitted maximal effect; on the % scale 0 is the no-effect control and ±100 the full control effect; nearly all actives have a fitted effect of over 55% in size
#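 qHTS (up to 57 uM final) was run with 24 h compound exposure of reporter cells at 37 °C. Each well was multiplexed: SteadyGlo luminescence measured ATXN2-luciferase expression after a fluorogenic Gly-Phe-AFC viability readout (25 uM final).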
# TGFb inhibitor: qHTS for Inhibitors of TGF-b; HepG2 CAGA-GFP TGF-b/SMAD3 reporter, GFP fluorescence, 18 h; TGF-beta stimulated, 500 pg/mL final; Potency, µM (highest dose often 46.1 µM), for inactives: top-dose activity, negative = inhibition, usual class: inhibitors; hit rate 1.2% among 410,000; further: potency means the concentration at half of the fitted maximal effect; on the % scale 0 is the no-effect control and ±100 the full control effect; nearly all actives have a fitted effect of over 65% in size
#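 Cell-based qHTS in HEPG2 carrying a CAGA-GFP Smad reporter; compounds added before 500 pg/mL final TGF-beta, 18 h incubation at 37 degrees C, GFP fluorescence quantified per cell by imaging cytometry.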
# IL-1B inflam inh: qHTS for Inhibitors of Inflammasome Signaling: IL-1-beta AlphaLISA Primary Screen; hit rate 4.7% among 360,000; activity change, % at 57.5 µM; THP-1 LPS/ATP IL-1B secretion, AlphaLISA, 16 h; active compounds read low; AID 743279, 2014; in the data active means activity change below about -50%; inconclusive means mostly about -30% to -49%; further: on the % scale 0 is the no-effect control and ±100 the full control effect
#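 THP-1 cells pretreated 1 hr with compounds (up to 57.5 uM final), then stimulated with LPS (250 ng/mL final) plus ATP (1.25 mM final); secreted IL-1B measured by AlphaLISA after 16 hr, decreased signal indicating inhibition.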
# Active calls of the source: *; i = inactive; ? = inconclusive; / = not tested or not shown; & = joins results of further samples; [ ] = another dose, or the depositor's remark. Unless noted, the call rests on the fitted dose curve; in most records, active means well fitted curve in the direction sought with a large enough effect; inconclusive means small, poorly fitted or top-dose-only effect, or another doubt; inactive means no such curve, though single readings can be large; an effect the other way counts as inactive or inconclusive.
SMILES,S2 tox,MCF10A rereplic,Nrf2 ARE act,A549 tox,HepG2 tox,Nrf2 inh,ATXN2 expr inh,TGFb inhibitor,IL-1B inflam inh
COc1ccc(OCCNC(=O)c2ccc(C)cc2)cc1,i,0%,3.0%,3%,5%,?,22%,3%,21
Cc1cnc(C(=O)OCC(=O)N2CCc3ccccc32)cn1,?,-13%,1.4%,15%,7%,0%,/,0%,17
CCc1sc(C(=O)Nc2cc(S(=O)(=O)N3CCOCC3)ccc2OC)cc1C,i,?,-0.6%,0%,-10%,-3%,-11%,0%,-22
CCOC(=O)[C@]12Cc3c(cc(OC)c(OC)c3OC)[C@H]1N(C1CCCCC1)C(=O)c1cc(OC)ccc12,14µM*,/,-3.6%,/,/,/,?,/,-118*
O=C(NC1CC1)c1c(O)c2ccccc2[nH]c1=O,i,?,0.6%,-16%,7%,?,10%,-15%,-61*
O=C(CNC(=S)N(Cc1ccccc1)Cc1cccs1)NCc1ccc(F)cc1,i,?,0.5%,?,-3%,?,-7%,14%,-71*
CCN(CC(=O)Nc1cc(Cl)ccc1C)C(=O)Cc1ccsc1,?,0%,-0.6%,0%,-7%,0%,/,0%,-1
Cc1cccc(NC(=O)NC2(C(=O)NCc3ccco3)CCCCC2)c1,i,-8%,-0.2%,-4%,4%,4%,9%,1%,-12
Cc1cc(=O)n(CCCc2ccccc2)[nH]1,i,?,19%,0%,-1%,10%,-19%,-15%,-9
COc1cc(/C=C(\C#N)C(=O)Nc2cccc(C(=O)O)c2)ccc1OCc1ccc(Cl)cc1,i,1%,2.5%,4%,-7%,15%,49%[activator],3%,-9
Cc1c(Cl)cccc1NC(=O)[C@@H](NC(=O)c1ccccc1Cl)C(C)C,i,1%,0.2%,-2%,-31%,1%,/,-22%,-17
CCOC(=O)c1ccc(NC(=O)CSc2nnc(CNC(=O)c3ccc(OC)cc3)n2CC)cc1,?,/,-0.2%,0%,-22%,10%,7%,-8%,/

# Two of these compounds, set out differently:
structure	S2 tox	MCF10A rereplic	Nrf2 ARE act	A549 tox	HepG2 tox	Nrf2 inh	ATXN2 expr inh	TGFb inhibitor	IL-1B inflam inh
Cc1cc(=O)n(CCCc2ccccc2)[nH]1	i	?	19%	0%	-1%	10%	-19%	-15%	-9
COc1cc(/C=C(\C#N)C(=O)Nc2cccc(C(=O)O)c2)ccc1OCc1ccc(Cl)cc1	i	1%	2.5%	4%	-7%	15%	49%[activator]	3%	-9

# Following part.
SMILES,S2 tox,MCF10A rereplic,Nrf2 ARE act,A549 tox,HepG2 tox,Nrf2 inh,ATXN2 expr inh,TGFb inhibitor,IL-1B inflam inh
CCNS(=O)(=O)c1ccc(NC(=O)Cn2cc([N+](=O)[O-])cn2)cc1,i,-1%,0.1%,5%,-44%,?,7%,-2%,1
CCC(C(=O)NC1CCN(C)CC1)c1ccccc1 (stereo not given),i,-5%,-0.4%,7%,2%,10%,4%,2%,-2
CCOC(=O)CC(NS(=O)(=O)c1ccc2[nH]c3c(c2c1)CCCC3)c1ccccc1Cl (stereo not given),/,/,-2.2%,?,-48%,?,/,20µM*,/
COc1cc(C(CC(=O)NCc2ccccc2)N2Cc3ccccc3C2=O)cc(OC)c1OC (stereo not given),i,/,-0.2%,3%,-17%,16%,9%,19%,/
CCCNC(=O)C1CC(=O)N(c2ccc(OCc3ccccc3)cc2)C1 (stereo not given),i,/,-0.5%,/,2%,/,/,-16%,18
Cc1cc(C)c(C)c(OCCCCN2CCCCC2)c1,i,3%,0.1%,0%,0%,-1%,-17%,2%,1
Cc1ccc(OCc2nnc(SCC(=O)O)n2-c2ccccc2)cc1,i,3%,-0.1%,-7%,2%,12%,-10%,0%,0
Cc1nc(-c2cccc(Br)c2)ccc1C(=O)O,i,-6%,0.0%,2%,-24%,-3%,-16%,0%,-4
Cc1ccc(NC(=O)CN2CCN(Cc3ccccc3)CC2)cc1F,i,-1%,0.4%,-9%,-11%,5%,-11%,-8%,2
O=C(NC1CCCCC1)c1ccc(Cn2cc(Cl)cn2)cc1,i,10%,0.1%,0%,-3%,3%,9%,-6%,?
COc1cc(/C=N/NC(=O)c2ccc(COc3cc(C)ccc3C(C)C)cc2)cc(OC)c1O,i,?,-0.6%,-20%,-18%,-24%,?,-15%,-5
COc1ccc(C(=O)Cc2cnn(-c3ccccc3)c2)c(O)c1,i,-1%,5.8%,2%,-5%,22%,51%[activator],4%,-1

# An excerpt from above with just TGFb inhibitor and A549 tox:
molecule | TGFb inhibitor | A549 tox
CCNS(=O)(=O)c1ccc(NC(=O)Cn2cc([N+](=O)[O-])cn2)cc1 | -2% | 5%
CCC(C(=O)NC1CCN(C)CC1)c1ccccc1 (stereo not given) | 2% | 7%
CCOC(=O)CC(NS(=O)(=O)c1ccc2[nH]c3c(c2c1)CCCC3)c1ccccc1Cl (stereo not given) | 20µM* | ?
COc1cc(C(CC(=O)NCc2ccccc2)N2Cc3ccccc3C2=O)cc(OC)c1OC (stereo not given) | 19% | 3%
CCCNC(=O)C1CC(=O)N(c2ccc(OCc3ccccc3)cc2)C1 (stereo not given) | -16% | /

# Additional records:
SMILES,S2 tox,MCF10A rereplic,Nrf2 ARE act,A549 tox,HepG2 tox,Nrf2 inh,ATXN2 expr inh,TGFb inhibitor,IL-1B inflam inh
CCCCN(C(=O)CC1CCCC1)c1c(N)n(Cc2ccccc2)c(=O)[nH]c1=O,?,/,0.0%,/,-6%,/,/,-10%,0
O=C(NCCc1ccccc1)c1ccc(=O)oc1,i,-6%,5.9%,-7%,-2%,5%,-4%,0%,-8
O=C1CCCC2=C1C(c1ccc3c(c1)OCO3)c1c([nH]n(-c3ccccc3)c1=O)N2 (stereo not given),i,2%,-0.3%,5%,-24%,20%,-12%,2%,-9
Cc1ccc2nc(NCc3ccccc3)c3nncn3c2c1,i,/,-0.5%,9%,2%,0%,-1%,7%,/
COc1ccccc1N1CCN(C(=O)C2CCN(S(=O)(=O)c3cnc[nH]3)CC2)CC1,i,/,4.3%,2%,-3%,20%,-1%,2%,/
COc1cccc2sc(=NC(=O)CS(=O)(=O)c3ccc(Cl)cc3)n(C)c12,i,-4%,-0.4%,0%,12%,?,-21%,-12%,49
COc1ccc(C(=O)NNC2=CC(=O)CC(C)(C)C2)cc1,i,-2%,0.2%,-1%,-2%,10%,-6%,12%,1
CC1CC(=O)c2cnc(Nc3cccc(C(F)(F)F)c3)nc2C1 (stereo not given),i,?,-0.6%,2%,-7%,31%,3%,9%,-6
COc1ccc(CCC(=O)NCCS(=O)(=O)N2CCN(c3ccc(F)cc3)CC2)cc1,i,19%,2.3%,-6%,4%,-19%,-12%,3%,6
O=C(CSc1nnnn1-c1cccnc1)Nc1cccc(Cl)c1,i,4%,0.4%,-3%,-7%,-14%,-15%,26%,-11
COC(=O)c1ccc(N2CCS(=O)(=O)CC2)cc1,i,1%,0.0%,0%,4%,-1%,-8%,-1%,-4
O=C(COC(=O)c1ccc([N+](=O)[O-])cc1Cl)NCc1ccco1,i,-5%,-0.1%,3%,7%,3%,5%,8%,13
CCCN1CN(Cc2ccco2)c2nc3ccccc3n2C1,i,14%,3.9%,-1%,-23%,?,18%,7%,2
Cc1cc(NC(=O)CSCC(=O)N(c2ccc(F)cc2)C(C(=O)NC2CCCCC2)c2ccc(O)c(O)c2)no1 (stereo not given),i,-7%,0.3%,-2%,-68%,-2%,-10%,-7%,-50*
CCOC(=O)c1ccccc1N1C(=O)CSC1=S,?,?,-0.8%,-16%,-34%,-7%,-26%,?,-19
COc1ccc(N2CCN(C(=O)c3cccc(S(=O)(=O)N4CCOCC4)c3)CC2)cc1,i,3%,0.4%,4%,1%,2%,3%,0%,4
COc1ccccc1NC(=O)CCN1CCCCCC1,i,29%,-0.2%,5%,-12%,-25%,-2%,-4%,0
COc1cccc(CNS(=O)(=O)c2ccc3c(c2)N(C)CCO3)c1,i,5%,-0.4%,-5%,-4%,?,-1%,-1%,24
CCN(CC)CCn1c(NC(=O)c2ccccc2O)nc2ccccc21,i,9%,-3.5%,-1%,-15%,?,/,0%,51
CC(C)c1nnc(SCC(=O)N2CCOCC2)n1C,i,15%,0.1%,-6%,1%,-1%,-4%,0%,21
Cc1ccc(CS(=O)Cc2ccc(C(=O)NCc3ccccc3Cl)o2)cc1 (stereo not given),i,-3%,-0.6%&3.1%,1%&5%,0%&-17%,-5%&-12%,-1%,0%&-28%,-24
Cc1ccc(S(=O)(=O)N2CCCC2C(=O)OCC(=O)Nc2ccc3c(c2)OCO3)cc1 (stereo not given),i,12%,0.4%,-11%,-3%,7%,1%,0%,8
Cc1ccc(NC(=O)C(C)N2CCCc3ccccc32)cc1S(=O)(=O)N1CCOCC1 (stereo not given),i,/,0.0%,/,-11%,/,/,-11%,-7
Cc1nc2ncnn2c(C)c1CCC(=O)N1CCN(Cc2ccccc2)CC1,i,-2%,-0.5%,10%,0%,6%,3%,-4%,3
C/C(=N\NC(=O)C(C)Oc1ccc([N+](=O)[O-])cc1)c1ccccn1 (stereo not given),7.1µM*,15µM*,23%,?,-26%,6.5µM*,?,?,61
CCCN(Cc1cccs1)C(=O)Nc1cc(C)cc(C)c1,/,/,3.3%,-3%,-11%,-15%,/,-2%,/
Cc1csc(NC(=O)CSc2nnc(-c3ccccc3)o2)n1,?,?,3.5%,1%,-34%,9%,-16%,-11%,22
CCOc1cc(/C=N/Nc2nncc(-c3ccccc3)n2)ccc1O,i,4%,15%,-3%,10%,-26%,19%,5%,37
O=[N+]([O-])c1ccccc1OCCCN1CCOCC1,i,-20%,-0.1%,10%,-4%,/,16%,-5%,5
CCN(CC)CCNC(=O)C(=O)NCC1OCCN1S(=O)(=O)c1ccc2c(c1)OCCO2 (stereo not given),i,27%,-0.2%,3%,-4%,-2%,12%,0%,20
Cn1c(CNC(=O)CCNC(=O)c2cccc(F)c2)cc(=O)n(C)c1=O,i,-1%,0.1%,26%,7%,-26%,/,12%,-18
